Screening data from PubChem BioAssay.
MITF inh = MITF inhibitors, primary screen, biochemical, AlphaScreen, human | AID 1259374, 2018 | 650,000 tested, 0.91% active | AlphaScreen MITF homodimerization, bead proximity signal | Microphthalmia-associated transcription factor (Homo sapiens), O75030 | inhibition, % at 2.6 µM; in the data active = inhibition above about 50%;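 note: 0% = vehicle wells with protein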
FBW7 activator = FBW7 E3 ligase activators, primary screen, biochemical, AlphaScreen, human; normalized activity (activation), % at 26.1 µM; AlphaScreen FBW7–phospho-cyclin E peptide binding, activator screen; 650,000 tested, 0.13% active; F-box/WD repeat-containing protein 7 (Homo sapiens), Q969H0; in the data active = normalized activity above about 1.9%;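 note: purified mutant Fbw7 with reduced substrate affinity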
Target sequence (Q969H0 whole entry, looked up): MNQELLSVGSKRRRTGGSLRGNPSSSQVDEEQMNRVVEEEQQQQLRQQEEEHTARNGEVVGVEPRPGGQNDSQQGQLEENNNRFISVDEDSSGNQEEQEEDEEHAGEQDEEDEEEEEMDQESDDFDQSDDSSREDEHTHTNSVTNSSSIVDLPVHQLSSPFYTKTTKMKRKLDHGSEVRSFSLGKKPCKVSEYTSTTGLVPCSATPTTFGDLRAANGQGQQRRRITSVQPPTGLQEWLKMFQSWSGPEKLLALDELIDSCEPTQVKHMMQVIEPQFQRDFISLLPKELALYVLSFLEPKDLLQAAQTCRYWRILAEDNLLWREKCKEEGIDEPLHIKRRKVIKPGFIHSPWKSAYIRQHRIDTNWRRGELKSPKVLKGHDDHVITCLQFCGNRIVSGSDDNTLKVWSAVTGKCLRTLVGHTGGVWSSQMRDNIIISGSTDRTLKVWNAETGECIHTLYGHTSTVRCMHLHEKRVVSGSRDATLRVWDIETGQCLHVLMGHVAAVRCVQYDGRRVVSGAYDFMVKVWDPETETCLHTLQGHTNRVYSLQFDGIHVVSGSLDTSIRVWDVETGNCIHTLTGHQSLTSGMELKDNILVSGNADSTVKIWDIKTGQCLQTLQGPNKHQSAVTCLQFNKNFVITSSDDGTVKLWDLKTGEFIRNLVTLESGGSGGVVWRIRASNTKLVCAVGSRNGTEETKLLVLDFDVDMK
GPR151 ag = activators of human GPR151, primary screen, cell-based, PathHunter beta-arrestin, luminescence. PathHunter beta-arrestin GPR151 cells. activation, % at 11.2 µM. 650,000 tested, 1% active; in the data active = activation above about 4.9%;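 note: 0% = median of compound wells and 100% = cells with positive control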
Target sequence (Q8TDV0 whole entry, looked up): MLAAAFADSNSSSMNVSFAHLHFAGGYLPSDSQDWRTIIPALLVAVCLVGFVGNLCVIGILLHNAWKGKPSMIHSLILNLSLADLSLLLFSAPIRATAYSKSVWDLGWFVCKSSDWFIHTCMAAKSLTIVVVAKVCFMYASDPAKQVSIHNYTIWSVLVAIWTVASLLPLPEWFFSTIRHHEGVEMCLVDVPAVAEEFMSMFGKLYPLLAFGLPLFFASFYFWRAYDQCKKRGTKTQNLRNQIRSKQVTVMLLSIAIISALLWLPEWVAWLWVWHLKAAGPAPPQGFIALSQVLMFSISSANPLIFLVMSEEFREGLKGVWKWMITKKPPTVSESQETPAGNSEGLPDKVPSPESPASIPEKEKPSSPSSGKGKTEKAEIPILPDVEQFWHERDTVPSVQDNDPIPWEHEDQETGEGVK
TEAD-YAP inh = TEAD-YAP interaction inhibition, primary screen, TEAD-YAP interaction inhibitor project, luminescence, HEK-TIYL cells | TEAD-Gal4/YAP UAS-luciferase luminescence | inhibition, % at 9.12 µM | 640,000 tested, 1.4% active; in the data active = inhibition above about 32%;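 note: 0% = median of test compound wells and 100% = reference inhibitor wells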
Numbers without * were called inactive; . = not tested or not shown; & = joins results of further samples.

Values in the order: MITF inh | FBW7 activator | GPR151 ag | TEAD-YAP inh
O=C(O)c1cc(-c2cccs2)nc2nc(N3CCOCC3)sc12
    3.9 | -0.1 | 0.5 | -4.0
COc1ccc(C(=O)N[C@H](C(=O)NC2CCCCC2)C(C)C)cc1
    1.1 | 0.0 | 1.4 | -4.6
O=C(Nc1ccc(F)cc1Cl)C1CCCN1C(=O)OCc1ccccc1 (stereo not drawn)
    10.2 | 0.1 | 0.9 | -14.9
COc1ccc(/C(O)=C2\C(=O)C(=O)N(c3ccccn3)C2c2cccnc2)cc1 (stereo not drawn)
    -2.0 | 0.0 | 0.0 | 3.1
CC(C)NC(=O)c1ccc(CS(=O)Cc2ccccc2Cl)o1 (stereo not drawn)
    11.7 | 0.6 | 0.3 | 6.5
c1ccc2c(CN3CCC(c4nc5ccccc5[nH]4)CC3)cccc2c1
    -0.6 | -0.2 | -0.8 | 16.9
O=[N+]([O-])c1ccc(C(O)CN2CCc3ccccc32)cc1 (stereo not drawn)
    -1.2 | -0.1 | -1.2 | -0.3
CCN(C(=O)CSc1nc2ccsc2c(=O)n1-c1ccc(Br)cc1)c1cccc(C)c1
    11.2 | 0.7 | 0.7 | 16.0
COc1ccc(S(=O)(=O)c2cnc3cc4c(cc3c2N2CCCCC2)OCCO4)cc1
    6.7 | -0.1 | 0.4 | -6.2
COCc1nnc(NC(=O)Cc2ccccc2[N+](=O)[O-])s1
    1.4 | -0.1 | 0.9 | 7.6
Cc1c([N+](=O)[O-])c(C(=O)N2CCSCC2)nn1C
    15.2 | 0.2 | 1.0 | 5.8
COc1ccc2c(c1)cc1n2CCn2nnnc2-1
    -3.5 | 0.1 | -0.8 | -4.5
CCC(OC(=O)c1ccc([N+](=O)[O-])cc1)C(=O)c1ccccc1 (stereo not drawn)
    23.3 | -0.3 | -0.5 | 7.5
CCCC(C)NC(=O)c1c(-c2c(Cl)cccc2Cl)noc1C (stereo not drawn)
    -1.1 | -0.1 | 0.2 | -3.5
Cc1cc2cc(CNC(=O)c3ccc(S(=O)(=O)N4CCCCC4)cc3)ccc2n1C
    3.8 | -0.2 | 0.4 | 2.6
COc1cc(Nc2cc(NCCCO)c([N+](=O)[O-])c3nonc23)cc(OC)c1OC
    8.3 | 0.0 | 0.0 | -2.4
CCOC(=O)c1c(NC(=O)C(C)Sc2nnc(CNC(=O)c3cccc(OC)c3)n2-c2ccc(F)cc2)sc2c1CCC2 (stereo not drawn)
    6.4 | -0.1 | 0.0 | -6.1
O=C(CC1C2([N+](=O)[O-])C=CC(=O)C1([N+](=O)[O-])CN(Cc1ccccc1)C2)c1ccccc1 (stereo not drawn)
    -10.5 | -0.1 | 0.9 | 1.3
CCOC(=O)C1=C(C)N=c2s/c(=C\c3ccccc3)c(=O)n2C1c1ccc(O)cc1 (stereo not drawn)
    12.2 | 0.0 | -1.0 | -0.1
C=CCn1c(SCC(N)=O)nc2scc(-c3ccc(Cl)cc3)c2c1=O
    7.8 | 0.0 | -0.1 | 6.6
CC(Sc1nnc(N)s1)C(=O)c1ccc(C(C)(C)C)cc1 (stereo not drawn)
    -3.4 | -0.2 | 0.8 | -21.1
COc1ccc(S(=O)(=O)N2CCCOC2CNC(=O)C(=O)NC(C)C)cc1 (stereo not drawn)
    24.4 | 0.1 | 0.3 | -3.7
COc1ccccc1Nc1ncnc2sc(C)cc12
    1.8 | -0.1 | 2.4 | -8.8
O=C(O)c1ccc(N2CCCS2(=O)=O)cc1
    -12.2 | -0.3 | 1.4 | 5.5
NNC(=O)C1CC1(c1ccccc1)c1ccccc1 (stereo not drawn)
    -1.5 | 0.2 | 0.9 | -3.7
FC(F)(F)Oc1ccc(-c2cnc3c(NCc4ccncc4)nccn23)cc1
    11.9 | -0.2 | 1.1 | 12.7
COc1ccc2nc(SCc3ccc([N+](=O)[O-])cc3)nc(C)c2c1
    -6.1 | -0.1 | 0.0 | -4.4
Cc1cccc(C)c1NC(=O)c1cccnc1
    8.4 | 0.5 | -0.1 | 12.2
CN1CCN(C(=O)c2ccc(-c3cnc4c(n3)[nH]c(=O)n4Cc3ccc(F)cc3)cc2)CC1
    -9.7 | -0.2 | 0.0 | 3.9
Cc1ccc(C)c(Nc2nc(-c3cccnc3)cs2)c1
    -0.2 | -0.2 | 0.1 | 2.4
CCOC(=O)N1CCC(n2c(SCC(=O)NCCC(C)C)nc3ccsc3c2=O)CC1
    -2.4 | 0.1 | 1.7 | -28.5
Cc1ccc(-c2cc(C(F)(F)F)n3nc(C(=O)Nc4cc(C)on4)cc3n2)cc1
    2.6 | -0.1 | -0.7 | -3.4
Cc1cc(C)cc(OCC(=O)NNC(=O)c2cccc(C)c2)c1
    6.9 | 0.2 | -0.1 | 5.3
Cc1ccccc1NC(=O)CC1SC(=Nc2ccccc2)N(C2CCCCC2)C1=O (stereo not drawn)
    8.4 | 0.1 | -0.9 | -1.2
CN(C)CC(=O)c1c(-c2ccccc2)n(C)c2ccccc12
    34.9 | 0.0 | 1.4 | 2.6
O=C(c1ccccc1)c1cccc(NC(=O)c2ccc(Br)o2)c1
    -7.2 | -0.4 | 2.5 | -21.0
O=C(CNc1n[nH]c(=O)[nH]c1=O)N/N=C/c1cccc([N+](=O)[O-])c1
    2.9 | -0.1 | -0.1 | 4.7
COc1cccc(C(=O)/C=C(\C)Nc2ccc(F)c(F)c2)c1
    -2.5 | -0.2 | -0.4 | -0.7
CCCNC(=O)N1C2=NC(C(=O)OC)=C(C(=O)OC)[C@@H]3Nc4ccccc4[C@]23C[C@H]1C(=O)OC
    -0.9 | -0.1 | -0.6 | .
O=C(Nc1cccc(-c2csc(-c3ccccc3)n2)c1)c1cccs1
    -5.3 | 0.1 | 0.8 | -8.5
O=C(Nc1ccc2c(c1)N(C(=O)c1ccco1)CC2)c1cccs1
    1.4 | -0.3 | 1.1 | -13.4
COc1ccc(-c2nn(-c3ccccc3)cc2/C=C(\C#N)C(N)=O)cc1OC
    -3.0 | 0.0 | -1.3 | -3.1
Cc1ccccc1OCC(=O)NC(c1ccccc1)c1c(O)ccc2ccccc12 (stereo not drawn)
    7.0 | 0.1 | 0.4 | -5.8
COc1ccc(C(=O)Cn2c(NCCO)nc3ccccc32)cc1OC
    11.1 | 0.0 | 0.5 | 1.3
Cc1ccc(Cl)cc1NC(=O)CCS(=O)(=O)c1ccc(Br)s1
    -8.7 | -0.1 | 0.4 | 2.3
C=CCc1cccc2cc(C(=O)Nc3ccc(C)cc3Br)c(=O)oc12
    0.4 | -0.1 | -1.8 | 1.7
CC(C)C(NC(=O)c1cccc(Cl)c1)C(=O)O (stereo not drawn)
    11.9 | 0.3 | -0.8 | -3.3
Cc1ccc(N(C(=O)C(C)(C)C)C2C=CS(=O)(=O)C2)cc1Cl (stereo not drawn)
    -0.4 | -0.1 | 2.2 | -0.6
CCOC(=O)CCN(Cc1cc(OC)ccc1OC)S(=O)(=O)c1ccc([N+](=O)[O-])cc1
    21.1 | 0.6 | 0.2 | 3.4
COc1ccc(CCN2C(=O)CC(C(=O)NCCc3ccccc3)SC2=Nc2ccc(F)cc2)cc1OC (stereo not drawn)
    19.2 | 0.6 | -0.6 | 9.0
O=C(NC(=S)NCCN1CCOCC1)c1ccccc1
    -0.6 | 0.4 | -1.7 | -3.4
COc1ccc2c(=O)c(Oc3ccccc3)c(C(F)(F)F)oc2c1
    4.3 | 0.0 | -1.4 | -23.7
Cc1ccc(C(=O)O)cc1NC(=O)CCC1CCCCC1
    -24.6 | 0.5 | -1.2 | -8.2
COc1ccc(-c2cc(NCc3cccc(C(F)(F)F)c3)ncn2)cn1
    5.5 | 0.2 | 3.9 | -39.0
C#CCOCC1CCCN(S(=O)(=O)c2ccc(C(C)=O)cc2)C1 (stereo not drawn)
    12.2 | 0.1 | -1.5 | 12.0
O=C(COc1ccccc1)Nc1nnc(SCC(=O)Nc2ccccc2F)s1
    0.3 | 0.0 | 0.3 | -4.3
Cc1cccc(-n2nc3c(c2NC(=O)c2ccc4c(c2)OCO4)CS(=O)C3)c1C (stereo not drawn)
    -8.9 | -0.1 | -0.2 | 0.6
NC(=O)COC(=O)CNC(=O)c1ccc(Oc2ccccc2)cc1
    -12.1 | 0.0 | 4.1 | -2.9
c1ccc(CCn2nnnc2C(c2ccc3ncccc3c2)N2CCCC2)cc1 (stereo not drawn)
    -0.3 | -0.1 | 0.7 | -2.5
CSc1ccc(/C=N/NC(=O)c2ccc(N(C)C)cc2)cc1
    1.9 | 0.0 | -0.1 | -10.2

Exported as labelled records: part of the list above
structure: CCOC(=O)CCN(Cc1cc(OC)ccc1OC)S(=O)(=O)c1ccc([N+](=O)[O-])cc1
  MITF inh = 21.1; FBW7 activator = 0.6; GPR151 ag = 0.2; TEAD-YAP inh = 3.4
structure: COc1ccc(CCN2C(=O)CC(C(=O)NCCc3ccccc3)SC2=Nc2ccc(F)cc2)cc1OC (stereo not drawn)
  MITF inh = 19.2; FBW7 activator = 0.6; GPR151 ag = -0.6; TEAD-YAP inh = 9.0
structure: O=C(NC(=S)NCCN1CCOCC1)c1ccccc1
  MITF inh = -0.6; FBW7 activator = 0.4; GPR151 ag = -1.7; TEAD-YAP inh = -3.4
structure: COc1ccc2c(=O)c(Oc3ccccc3)c(C(F)(F)F)oc2c1
  MITF inh = 4.3; FBW7 activator = 0.0; GPR151 ag = -1.4; TEAD-YAP inh = -23.7

Next part:
Values in the order: MITF inh | FBW7 activator | GPR151 ag | TEAD-YAP inh
COc1ccc(OCC(=O)Nc2ccccc2N2CCCCC2)cc1
    4.0 | 0.0 | -0.8 | 2.4
CC(=O)Nc1nnc(-c2ccc(F)cc2)s1
    10.7 | 0.1 | -0.6 | -43.7
CC1CCN(c2nc(N3CCC(C)CC3)nc(N3CCC(C)CC3)n2)CC1
    -6.5 | -0.1 | 0.1 | -1.8
Oc1ccc(CCNc2ccnc(-c3ccccc3)n2)cc1
    24.9 | 0.3 | 1.0 | -9.0
O=C(NC1CC1)c1ccc(-c2nc3ncnc(NCc4ccccc4)c3[nH]2)cc1
    0.5 | -0.1 | 1.0 | -17.7
COc1ccc(-c2ccc(=O)n(C[C@H](C)NC(=O)C3CC3)n2)cc1
    6.4 | 0.0 | -0.6 | 6.6
CCOC(=O)c1c(NC(=O)c2cc(C(=O)OC)cc([N+](=O)[O-])c2)sc2c1CCCC2
    0.0 | 0.1 | 3.2 | 0.7
O=C1CCCc2c1cc(-c1ccccc1)n2-c1cccc(C(F)(F)F)c1
    15.0 | 0.0 | -0.7 | -1.5
CC(=O)N(C)c1ccc(NC(=S)NC(=O)c2ccccc2[N+](=O)[O-])cc1
    18.9 | 1.1 | 0.2 | 3.7
COCCCNc1nc2c(c(=O)[nH]c(=O)n2C)n1Cc1cccc(C)c1
    -11.3 | -0.3 | -1.2 | 4.8
COc1ccc(Nc2cc(C)nc(-n3nc(C)cc3C)n2)c(OC)c1
    -7.1 | -0.6 | -1.1 | 66.2*
O=C(Cc1ccccc1)Nc1nnc(-c2cccs2)s1
    -1.3 | 0.1 | -0.7 | -44.5
Cc1cc(C)c2nc(NNC(=O)c3ccc(N(C)C)cc3)sc2c1
    8.4 | 0.6 | 0.4 | 2.3
C=CCn1c(SCC(=O)Nc2ccc(C)cc2C)nc2sc3c(c2c1=O)CCC3
    13.6 | 0.1 | -1.1 | 9.0
CCOCCc1nnc(NC(=O)c2sc3ccccc3c2Cl)s1
    1.8 | 0.1 | 1.3 | -0.7
CCn1c2ccccc2c2cc(NS(=O)(=O)c3c(C)nc4sccn4c3=O)ccc21
    6.8 | -0.1 | -0.4 | -6.8
O=C(C1=C(Nc2ccccc2)C(=O)N(c2ccccc2)C1c1ccc([N+](=O)[O-])cc1)c1ccccc1 (stereo not drawn)
    -8.5 | 0.0 | -1.1 | 2.3
S=c1nc(SCCOc2ccccc2)[nH]c2ccccc12
    13.0&34.6 | 0.0&0.9 | 1.0&-0.3 | 11.4&-4.2
CC(C1CC1)N(C(=O)c1ccc([N+](=O)[O-])cc1)c1ccccc1 (stereo not drawn)
    -0.9 | -0.1 | 0.2 | 2.8
COc1ccc2cc(C(=O)O)n(C)c2c1
    -1.1 | 0.0 | -0.5 | 4.4
O=C(NCc1ccc(F)cc1)C1(c2cccs2)CCOCC1
    1.6 | 0.1 | 0.8 | -3.4
O=C(Nc1ccccc1C(=O)O)c1cc(S(=O)(=O)N2CCOCC2)ccc1Cl
    -6.4 | 0.0 | 0.8 | 7.0
Cc1ccccc1C(=O)N1CCN(C(=O)c2ccccc2C)CC1
    10.1 | 0.7 | -0.6 | 6.9
CC1CCC2(CC1)Nc1ccccc1C(=O)N2c1ccccc1 (stereo not drawn)
    15.8 | 0.3 | -1.3 | -30.9
O=C(NN=C1CCC(c2ccccc2)CC1)c1ccncc1 (stereo not drawn)
    2.2 | -0.1 | 0.0 | 3.2
Cc1ccc(C(=O)Nc2ncnc3oc(-c4ccccc4)c(-c4ccccc4)c23)cc1
    1.3 | -0.5 | 1.3 | -2.7
COc1ccc(C(=O)NCCCOC(=O)c2ccc(OC)cc2)cc1
    -4.4 | -0.1 | 3.0 | 8.1
CCOC(=O)N1CCC(NC(=O)c2cc(C)cc(C)c2)CC1
    -2.8 | 0.0 | 1.1 | -2.2
Cc1nn(C)c(C)c1-c1ncc(C(=O)NC2CC2)s1
    15.2 | 0.5 | -0.2 | -8.8
COc1ccc(Cl)cc1-n1c(N)c(-c2nc3ccccc3[nH]2)sc1=S
    7.4 | -0.2 | -0.5 | -0.3
O=c1cc(-c2ccccc2Cl)[nH][nH]1
    1.0 | -0.2 | 0.1 | -8.7
Cc1ccc(-c2csc(Nc3ccc(C(=O)O)cc3)n2)o1
    -2.9 | -0.2 | -0.2 | -77.0
